Screening data: PubChem BioAssay, The Scripps Research Institute Molecular Screening Center
OXTR potentiator: potentiators of human oxytocin receptor; P30559; CHO-OTR cells, Fluo-8 calcium fluorescence, potentiator mode; 0% = oxytocin EC15, 100% = EC100; activation, % at 3 µM; 320,000 compounds, 0.061% hits; AID 2445;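 active means activation above that plate's cutoff, the mean activation of tested compounds plus 3 SD, cut at about 6.6% in these data, passing the limit was not always enough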;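 further: 100% uses oxytocin at 75 nM as the full agonist control; some results filed as inactive read as strong as hits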
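Material: human OTR in CHO cells. Compound: 3.0 µM, one dose. Timing: compound 6 min at room temperature before oxytocin, 100 s read. Evaluation: % activation of max/min ratio relative to oxytocin controls. Replication: single well per compound, singlicate. Signal: Fluo-8 calcium dye fluorescence.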
CHO-K1 Ca antag: counter-screen for M1 antagonists: effect in parental CHO-K1 cells. ATP-induced calcium, Fluo-8 fluorescence. 360,000 compounds, 0.6% hits. inhibition, % at 3 µM;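 active means inhibition above a per-plate cutoff, the plate's mean sample inhibition plus 3 SD, cut at about 24% in these data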;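 further: 0% = DMSO plus EC80 ATP and 100% = DMSO alone without ATP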
V1aR counter: activates human V1a receptor in oxytocin agonist counter-screen; P37288; CHO-V1R cells, Fluo-8 calcium fluorescence, agonist mode; 0% DMSO, 100% 3 nM vasopressin; activation, % at 3 µM; 320,000 compounds, 0.25% hits;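 active means activation above the mean activation of all tested compounds plus 3 SD, per screening run, cut at about 20% in these data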;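 further: signal is peak over basal fluorescence ratio across a 100 second FLIPR read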
Target sequence (P37288 whole entry, looked up): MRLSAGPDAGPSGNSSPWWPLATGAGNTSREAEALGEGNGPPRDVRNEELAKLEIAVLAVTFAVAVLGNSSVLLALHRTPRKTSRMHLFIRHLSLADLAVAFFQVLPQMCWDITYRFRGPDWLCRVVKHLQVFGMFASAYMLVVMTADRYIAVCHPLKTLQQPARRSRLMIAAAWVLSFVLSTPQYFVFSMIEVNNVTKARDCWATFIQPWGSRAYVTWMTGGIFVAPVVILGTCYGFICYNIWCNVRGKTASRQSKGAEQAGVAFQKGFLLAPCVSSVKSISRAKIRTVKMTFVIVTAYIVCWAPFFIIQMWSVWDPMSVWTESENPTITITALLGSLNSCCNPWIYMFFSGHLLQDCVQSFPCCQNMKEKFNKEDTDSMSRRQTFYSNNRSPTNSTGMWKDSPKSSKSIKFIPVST
GPR7 antag: human neuropeptides B/W receptor 1 antagonism | inhibition, % at 4.4 µM | 290,000 compounds, 1.1% hits | AID 1861 | GPR7-expressing cells, fluorescence antagonist assay | P48145; in the data active means inhibition above about 16%, passing the limit was not always enough;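 further: cells stimulated with the agonist NPW; 0% = agonist with vehicle and 100% = vehicle without agonist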
Target sequence (P48145 whole entry, looked up): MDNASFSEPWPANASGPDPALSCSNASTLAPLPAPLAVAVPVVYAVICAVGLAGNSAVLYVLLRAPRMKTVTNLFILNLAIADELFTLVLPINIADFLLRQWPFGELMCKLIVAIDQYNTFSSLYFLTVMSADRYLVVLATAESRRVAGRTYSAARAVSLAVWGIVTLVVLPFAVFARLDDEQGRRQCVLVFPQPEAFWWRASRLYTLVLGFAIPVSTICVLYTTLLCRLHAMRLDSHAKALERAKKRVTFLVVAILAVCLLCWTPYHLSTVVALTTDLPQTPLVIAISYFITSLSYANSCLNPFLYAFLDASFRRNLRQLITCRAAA
OXTR agonist: human OXTR agonism; CHO-OTR cells, Fluo-8 calcium fluorescence; normalized: DMSO 0%, oxytocin 100%; activation, % at 3 µM; 320,000 compounds, 0.32% hits; AID 2435;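 active means activation above the mean of all tested compounds plus 3 SD, cutoff set per screening run, cut at about 20% in these data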;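 further: peak over basal fluorescence ratio from a 100 s FLIPR kinetic read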
M1 ag parental: nonselective activator or artifact in parental CHO-K1 cells; activation, % at 3 µM; 360,000 compounds, 0.48% hits; AID 602248; Fluo-8 calcium fluorescence; scaled to maximal ATP response, vehicle zero; in the data active means activation above about 15%;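 further: untransfected CHO-K1 host cells lacking M1 receptor as counterscreen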
M1 PAM parental: counter-screen for M1 PAMs: effect in parental CHO-K1 cells; AID 602247; activation, % at 3 µM; 360,000 compounds, 0.02% hits; ATP EC20, Fluo-8 calcium fluorescence; 0% at ATP EC20, 100% at ATP max;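 active means activation above the run cutoff, the mean activation of all test compounds plus 3 SD, cut at about 40% in these data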;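 further: peak over basal fluorescence ratio in a 140 s read after ATP addition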
CHO parental Ca: counter-screen for OX1R antagonists: effect in parental CHO cells | 330,000 compounds, 0.63% hits | AID 463079 | inhibition, % at 5.6 µM | parental CHO-K1, ATP-induced calcium, Fluo-8 fluorescence;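 active means inhibition above that plate's mean sample inhibition plus 3 SD, cut at about 26% in these data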;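 further: 0% = ATP-challenged DMSO wells and 100% = DMSO wells without ATP; some compounds past the cut are filed as inactive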
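Material – parental CHO cells · Reagent – ATP stimulus · Compound – single nominal dose of 5.6 µM per compound · Detection – Fluo-8 fluorescence · Read-out basis – percent inhibition of calcium signal · Controls – ATP-challenged DMSO wells low, unchallenged DMSO wells high · Repeats – no replicates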
TAAR1 antagonist: human TAAR1 antagonism. Q96RJ0. CHO RD-HGA16 TAAR1, Fluo-8 calcium fluorescence, antagonist. inhibition, % at 3 µM. 360,000 compounds, 1.5% hits. AID 624466;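 active means inhibition above a per-plate cutoff, the mean inhibition of test compounds on that plate plus 3 SD, cut at about 49% in these data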;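 further: 0% = DMSO plus EC80 beta-PEA response and 100% = DMSO alone without agonist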
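Test system – hTAAR1-expressing CHO RD-HGA16 cells, Gα16-coupled · Also added – β-PEA at EC80 concentration, post-compound challenge · Compound – 3 µM, single point · Incubation – dye loading 75 min at 37 °C, then 30 min room temperature · Measured by – Fluo-8 intracellular calcium dye fluorescence, real-time kinetic reads · Benchmarks – vehicle and agonist controls · Replicates – singlicate, one well per test compound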
The depositor's hits bear a star; . = no result given; & = joins results of further samples. Not a hit list; 3.5% or so of the library scored in one or more.

SMILES	OXTR potentiator	CHO-K1 Ca antag	V1aR counter	GPR7 antag	OXTR agonist	M1 ag parental	M1 PAM parental	CHO parental Ca	TAAR1 antagonist
Cc1cccc(C(=O)OCC(=O)c2csc(N3CCCCC3)n2)c1[N+](=O)[O-]	-12	9	11	.	15	9.7	-7	3	7
Cn1nc(C(=O)N2CCN(c3ccccc3F)CC2)c2c1-c1ccccc1S(=O)(=O)C2	-7	4	6.6	-4	3.5	3.1	8	-18	18
COc1cc2c(cc1NS(=O)(=O)N1CCCC1)oc1ccccc12	-9	-20	0.4	-5	0.6	0.8	4	-25	-8
Cc1cc(C(=O)COC(=O)Cn2c(C(F)(F)F)nc3ccccc32)c(C)n1Cc1ccco1	-10	-5	4.2	4	3.4	1.1	-6	-32	51*
O=C(C1CCN(S(=O)(=O)c2ccc3c(c2)OCCO3)CC1)N1CCc2ccccc21	-4	-16	2.8	-3	1.6	3.0	8	-3	17
COc1ccccc1Oc1ccc(N2CC(C(=O)OCC(=O)c3ccccc3)CC2=O)cc1 (stereo unspecified)	-11	-12	3.8	11	2.1	7.3	16	8	22
CCCOC(=O)Cc1n[nH]c(=O)[nH]c1=O	-1	-6	0.0	-6	2.3	-0.1	14	-16	-4
O=C(C1=NN[C@@H]2C(=O)N(c3cccc(C(F)(F)F)c3)C(=O)[C@H]12)C(c1ccccc1)c1ccccc1	-11	-3	-0.5	8	-3.0	-0.1	18	-19	-21
O=C(CCNC(=O)c1ccc(Br)cc1)NCC1COc2ccccc2O1 (stereo unspecified)	-3	-3	0.7	-1	-1.1	0.5	5	-10	-9
COc1ccc(C(=O)Nc2ccc3c(c2)C(=O)c2ccccc2C3=O)cc1OC	-3	6	-0.5	-5	0.3	-0.1	3	-11	1
CCCCS(=O)(=O)N1CCCC(C(=O)NCCc2ccccc2)C1 (stereo unspecified)	0	-6	-0.5	-1	-0.9	0.0	-7	-8	8
CC(=O)NC12CC3CC(C1)CC(C(=O)N(C)Cc1cccc(Cl)c1Cl)(C3)C2	.	5	.	-6	.	1.1	-5	.	-15
C=Cc1ccc(Cn2c(C)c(C(=O)NCc3cccc(C)c3)sc2=O)cc1	.	-12	.	.	.	1.6	14	.	35
CC(C)C(C(=O)NCC1CCCO1)N(Cc1ccccc1)C(=O)CNS(=O)(=O)c1ccccc1 (stereo unspecified)	-6	4	-0.6	1	0.5	0.7	-6	-9	-5
CN(C)Cc1nc2ccccc2c(=O)n1CC#N	-1	7	-0.7	-6	5.9	-0.2	-18	3	-5
COc1ccc(-n2c(Cc3cc(=O)[nH]c(=O)[nH]3)nnc2SCC(=O)N2CCC(C)CC2)cc1	-3	-8	0.1	-5	0.1	1.9	25	3	-11
O=C(Nc1ccccc1C(=O)Nc1ccc(Br)cn1)c1ccccc1Cl	3	-2	1.1	.	-0.8	0.4	19	-34	38
COc1cc(C(C)=O)ccc1OCC(=O)NCc1ccccc1CN1CCCC1	.	-11	.	.	.	0.8	14	.	9
CC(C)CCNCC(O)CON=C1c2ccccc2-c2ccccc21 (stereo unspecified)	-23	3	8.2	18	15	2.3	0	-19	10
CCOc1ccc(OCCC(=O)N(CC)CC(=O)Nc2c(F)cccc2F)cc1	1	-2	0.6	.	0.9	5.1	9	0	-26
COC(=O)c1ccc(CSc2nnc(Nc3ccccc3OC)s2)o1	-11	.	-0.8	-6	-1.1	.	.	-18	7
COc1cc(/C(C)=N/NC(=O)CSc2nncn2C)ccc1OCc1ccccc1Cl	-4	0	-1.1	-15	-1.0	-0.1	9	-14	0
CCC[C@@H](CN1CCC[C@H]1CN1C(N)=NC[C@H]1CC(C)C)N1C[C@@H](Cc2ccccc2)N(CCc2ccc(Cl)c(Cl)c2)C1=N	0	-3	2.7	.	4.5	-0.3	-10	-19	-4
C=CCn1c(C)cc(C)c(C#N)c1=O	5	-7	0.3	14	2.4	0.8	24	-2	-4
Cc1ccnc(NS(=O)(=O)c2cc(C(F)(F)F)ccc2Cl)c1	-4	.	1.7	2	0.3	.	.	-9	6
O=C1c2ccccc2C(=O)N1CCCc1nc2ccccc2c(=O)n1CCCn1ccnc1	-3	30*	1.3	-11	0.7	0.3	-1	-13	24
NC(=O)c1cccn1-c1ncc(C(F)(F)F)cc1Cl	-6	5	-0.5	-10	-0.2	0.3	-12	-4	-3
C=CCSc1ccccc1C(=O)Nc1ncn[nH]1	3	-6	0.5	-11	-0.3	0.6	10	-9	-14
O=C(Nc1ccc([N+](=O)[O-])cc1)c1cc(Cl)sc1Cl	-11	-1	3.1	-15	2.3	11	-7	16	-31
CC(C)(C)C(=O)O/N=C(\N)c1ccc(Oc2cc(Cl)cc(Cl)c2)c([N+](=O)[O-])c1	3	2	1.2	-12	0.0	0.2	1	-7	-4
CCOC(=O)C1CCCN(C(=O)c2ccc3ccccc3c2)CC1 (stereo unspecified)	.	-6	.	.	.	0.3	4	.	10
O=[N+]([O-])c1cc([N+](=O)[O-])c(Oc2cc(F)ccc2F)cc1NN1CCCCC1	-9	-22	-0.2	-6	-1.3	0.5	3	-3	-14
CC1=C(C(=O)N(C(C)C)C(C)C)CC(CC(=O)NCCCCc2ccccc2)C(=O)N1CCC1=CCCCC1 (stereo unspecified)	.	-20	.	.	.	-0.2	0	.	-17
CCCN(CC(=O)Nc1ccccc1OC)C(=O)CCC(=O)c1ccc(OCC)cc1	1	-4	1.3	.	-0.7	2.0	12	-12	-6
CSc1ncnc2c1ncn2CCCNCC(c1ccccc1)c1ccccc1	.	-5	.	.	.	1.0	10	.	3
CCOC(=O)c1sc(NC(=O)c2ccccc2F)c(C(N)=O)c1C	0	2	0.1	-13	-1.2	0.1	0	-24	-15
O=C(CNC(=O)N1CC(=O)Nc2ccccc21)Nc1ccc(F)c(Cl)c1	-7	-1	-0.6	-5	-0.3	2.4	16	-12	0
Cc1ccc2nc(-c3ccc(-c4cccc(Cl)c4)cc3)c(NCc3ccccc3)n2c1	-2	-11	-0.7	.	-1.5	-0.5	-6	-17	64*
N#C/C(=C\C=C\c1ccccc1)c1nc(-c2ccc(Cl)cc2)cs1	4	-9	-0.3	-11	1.7	0.2	5	-8	-15
CCN(CCCNC(=O)COc1cc(=O)n(C)c2ccccc12)c1ccccc1	-9	-13	-0.8	-3	-1.9	1.4	15	-29	1
CCOC(=O)NC1c2ccccc2Oc2ccccc21	3	-6	-1.2	-1	-1.7	0.2	3	70*	-28
O=C(NC1CCS(=O)(=O)C1)c1cccc(S(=O)(=O)N2CCCCC2)c1 (stereo unspecified)	-7	8	-0.1	-8	0.3	0.2	2	-9	6
CCN(CC(=O)Nc1c(F)cccc1F)C(=O)CCNS(=O)(=O)c1ccc(C)c(C)c1	-1	14	-0.3	.	-0.1	0.2	-19	-8	-6
CN1OC[C@@H]2CN[C@H](c3cccc(-c4ccc(C#N)cc4)c3)C[C@@H]21	.	0	.	.	.	-0.1	7	.	-14
Cc1cc(OC(=O)N2CCCCC2)cc(C)c1Cl	-10	-10	-1.2	-11	-1.8	0.5	14	-12	-2
CC(=O)c1nn(-c2cccc(Br)c2)cc1C(=O)c1ccccc1	1	-1	0.2	-3	-1.7	-0.2	18	-10	9
CC(NC(=O)C1CCN(c2nnc(N3CCCC3=O)s2)CC1)c1ccccc1 (stereo unspecified)	-5	-5	-0.3	-4	-0.1	-0.3	1	-6	-2
COc1ccc(-c2nc(-c3ccccn3)no2)cc1	7	2	-0.8	-5	-0.4	0.3	17	-10	-6
COc1ccc(S(=O)(=O)N2CCN(c3ccccc3OC)CC2)cc1	-11	-7	0.9	-2	-0.9	2.7	15	-10	-4
COc1ccccc1Nc1nc(C)cs1	-7&-7	-16&11	-1.1&-1.3	-4&5	-0.8&-2.8	0.6&-0.4	24&6	-23&-12	8&-7
Cc1cn(CC(=O)NCCCc2ccccc2)c(=O)[nH]c1=O	.	-7	.	.	.	1.6	17	.	-17
Clc1cccc(Cl)c1NC1=NCCN1	-6	.	0.7	1	1.5	.	.	-4	.
CCn1c(SCC(=O)Nc2nc(C)cs2)nnc1-c1ccncc1	2	-13	1.9	-2	0.3	1.5	23	0	-1
N#Cc1ccccc1NC(=O)CNc1cc(S(=O)(=O)N2CCOCC2)ccc1NCC1CCCO1 (stereo unspecified)	.	-5	.	.	.	0.2	15	.	10
COC(=O)c1c(-c2c(Cl)cccc2Cl)noc1NC(=O)N(C)C	-8	-11	-0.1	-2	0.3	0.9	14	-23	3
CCCc1cc(C(=O)NNC(=S)NCC2CCCO2)cs1 (stereo unspecified)	0	-8	-0.7	-6	0.1	1.0	25	-12	-11
Nc1ccc(S(=O)(=O)N2CCCC2)cc1	0	-3	-0.8	-12	1.3	0.7	14	-4	11
Cc1nn(Cc2ccc(F)cc2)c2sc(C(=O)Nc3ccccc3N3CCOCC3)cc12	-8	1	0.5	1	0.3	0.8	9	-2	10
O=C(CCCOc1ccc(Cl)cc1)Nc1ccc(N2CCOCC2)cc1	0	5	4.3	-5	1.9	3.3	-2	1	-12
COc1cc(Br)c(C(C)NC(=O)c2ccccc2)cc1OC (stereo unspecified)	-9	-9	1.8	15	1.5	3.3	13	-13	-10

The results go on:
SMILES	OXTR potentiator	CHO-K1 Ca antag	V1aR counter	GPR7 antag	OXTR agonist	M1 ag parental	M1 PAM parental	CHO parental Ca	TAAR1 antagonist
CCC(=O)NC(=S)Nc1ccc(NC(=O)c2ccco2)c(OC)c1	4	-12	0.3	-4	0.1	0.1	27	-15	-34
CC(C)(C)NC(=O)N1CCN(c2nc(-c3ccccc3)ns2)CC1	-13	0	4.2	3	1.8	6.2	-1	-9	-19
Cc1cc(C)n(C2CCCCC2OC(=O)c2ccccc2F)n1 (stereo unspecified)	-1	2	-0.6	13	-2.3	-0.2	-3	-16	3
O=C(CSc1nc2c(oc3ccccc32)c(=O)n1CC1CCCO1)NCc1ccccc1 (stereo unspecified)	1	3	-0.8	.	-0.2	1.8	19	-13	0
CC/C(O)=C1\C(=O)CC(c2ccccc2)CC1=NCCC(=O)O (stereo unspecified)	2	1	1.0	-4	-0.2	0.4	-2	-9	8
O=[N+]([O-])c1nn(-c2ccc3c(c2)OCCO3)n(O)c1=NC1CCCCCC1	3	-30	2.1	-16	-1.8	0.5	10	-17	3
OCC(O)/C=N/Nc1nc(Nc2ccccc2)nc(Nc2ccccc2)n1 (stereo unspecified)	-2	-11	-0.6	-17	-1.7	-0.7	2	-21	1
